# Screening results: PubChem, National Center for Advancing Translational Sciences (NCATS)
# FEN1 inhibitor = human FEN1 inhibition | P39748 | Recombinant FEN1 flap cleavage, fluorescence, 15 min | Potency, µM (doses to about 114 µM), inactives show at the highest dose activity change, negative = inhibition, actives largely listed as inhibitors | hit rate 0.35% among 390,000; further: nearly all actives have a fitted effect of over 65% in size
# Target sequence (P39748 whole entry, looked up): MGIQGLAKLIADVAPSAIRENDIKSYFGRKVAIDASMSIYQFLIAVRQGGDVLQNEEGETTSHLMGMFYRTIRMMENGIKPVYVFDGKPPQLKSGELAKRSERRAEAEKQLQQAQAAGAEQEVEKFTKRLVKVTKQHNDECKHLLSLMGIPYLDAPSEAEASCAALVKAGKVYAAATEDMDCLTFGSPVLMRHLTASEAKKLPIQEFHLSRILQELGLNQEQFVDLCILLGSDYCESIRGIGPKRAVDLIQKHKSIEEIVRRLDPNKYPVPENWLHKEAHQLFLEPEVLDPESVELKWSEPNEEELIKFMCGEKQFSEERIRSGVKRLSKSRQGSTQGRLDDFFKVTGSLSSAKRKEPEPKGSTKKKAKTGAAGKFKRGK
#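 Nuclease activity of 10 nM FEN1 was measured after 15 min of room-temperature exposure to titrated compounds, by adding 50 nM flap substrate and reading plates at 0 and 15 min.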
# DT40 TDP1 CPT = growth inhibition of DT40 Tdp1-/-;hTDP1 cells with camptothecin (screen for TDP1 inhibitors) | chicken DT40 Tdp1-/-;hTDP1 cells + 20 nM CPT, ATP luminescence, 48 h | Potency, µM (highest dose often 46.2 µM), inactives show at the highest dose activity change, negative = growth inhibition, most hits filed as inhibitors | hit rate 12% among 420,000 | AID 686979; further: nearly all actives have a fitted effect of over 55% in size
#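 Cell growth measured by CellTiter-Glo luminescence after a minimum 48 h, 37 C compound exposure with 20 nM CPT in Tdp1-knockout DT40 cells stably expressing hTDP1, seeded 400/well; qHTS titration format.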
# N370S GC mod = N370S glucocerebrosidase modulation, Gaucher chaperone candidate; hit rate 0.092% among 330,000; N370S GC spleen homogenate, 4MU-glucoside fluorescence; Potency, µM (titrated, usually from 59.4 µM), for the others: top-dose activity change, negative = inhibition, most hits filed as inhibitors;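 further: 0% = full enzyme activity and -100% = no enzyme basal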
# Starred values were filed as active, the others as inactive; ? = inconclusive; . = no result given; & = joins results of further samples; [ ] = remark or other dose. The call rests on the fitted dose curve; in most records, active means well fitted curve in the direction sought with a large enough effect; inconclusive means small, poorly fitted or top-dose-only effect, or another doubt; inactive means no such curve, though single readings can be large; an effect the other way counts as inactive or inconclusive. Unless noted, on the % scale 0 is the no-effect control and ±100 the full control effect; potency means the concentration at half of the fitted maximal effect. These rows are one share of the data, so the mix of outcomes need not match the whole.
SMILES,FEN1 inhibitor,DT40 TDP1 CPT,N370S GC mod
O=c1c(-c2ccc(O)cc2)coc2cc(OC3OC(CO)C(O)C(O)C3O)cc(O)c12 (stereo not drawn),-5%,-8%,19%
COC(=O)NCc1cc2cc(Cl)ccc2[nH]1,-1%,-2%,15%
CC(C)Cc1ccc(CN2CCCC(NC(=O)Cn3cnnn3)C2)cc1 (stereo not drawn),-7%,?,6%
O=C(NC1CCS(=O)(=O)C1)c1ccc(Br)s1 (stereo not drawn),1%,-4%,.
Cc1cccc(-n2nc3c(c2NC(=O)c2ccc(S(=O)(=O)N4CCOCC4)cc2)CSC3)c1C,-6%,-10%,0%
Cc1nc(-c2ccccc2)cc(-c2ccccc2)n1,-12%,2%,.
Cc1ccc(S(=O)(=O)n2nc(OC(=O)c3cccs3)cc2N)cc1,-13%,-7%,-10%
Cc1ccc(C2(c3noc(CN4CCC(c5ccncc5)CC4)n3)CCCC2)cc1,-5%,13µM*,4%
O=C(N/N=C/c1ccccc1Cl)c1n[nH]c2c1CCCC2,-2%,-26%,11%
COc1ccc(C=O)cc1COc1c(F)c(F)cc(F)c1F,-17%,?,14%
CCCC(=O)Nc1nc2ccc(C(=O)OCC)cc2s1,-15%,?,6%
Cc1ccnc(NC(=O)CCC(=O)c2cc(C)sc2C)c1,-6%,-19%,-22%
CCCN(C(=O)CSc1n[nH]c(-c2ccc(OC)cc2)n1)c1c(N)n(Cc2ccccc2)c(=O)[nH]c1=O,3%,-24%,12%
O=C(c1ccc(Cn2cc(Cl)cn2)o1)N1CCN(Cc2ccc3c(c2)OCO3)CC1,-6%,?,?
COc1ccc(S(=O)(=O)N(CC(=O)NCc2ccccn2)Cc2ccccc2)cc1,-8%,-3%,7%
Cc1cc(NC(=O)CCNS(=O)(=O)c2ccc3c(c2)oc(=O)n3C)ccc1Br,?,?,.
CC1(C)NC(=O)N(CN2C(=O)NC(C)(C)C2=O)C1=O,-2%,-5%,3%
c1ccc(NC2=NCCN2CC2CCCCC2)cc1,-13%,4%,-3%
COc1ccc(CC(=O)Nc2ccc(C(=O)NC(C)(C)C)cc2)cc1,37%[activator],-13%,-13%
CC(C)C(=O)Nc1ccc2c(c1)oc1ccccc12,8%,-28%,5%
O=C(Nc1ccc2c(c1)C(=O)OC2)c1ccc(Cl)cc1Cl,3%,2%,-3%
CC(=O)c1sc(-c2ccccc2)cc1NS(=O)(=O)c1ccc(C)cc1,0%,?,21%
CCOc1ccc(NC(=S)N2CCC(c3ccc(C)cc3)C2)cc1 (stereo not drawn),-9%,?,0%
CCN(CC)C(=O)c1ccc(NS(=O)(=O)c2ccc(/C=C/C(=O)O)cc2)cc1,-5%,12%,-2%
C=CCn1c(SCC#N)nc2ccccc2c1=O,0%,-18%,-11%
COc1ccc(CN(C)CC(=O)Nc2ccc(N3CCOCC3)cc2)cc1OC,-9%,-10%,2%
O=C(CNC(=O)c1cccnc1)c1ccc(F)cc1,11%,-2%,.
Cc1cc(C)n2nc(CNS(=O)(=O)c3ccc(F)c(C)c3)nc2n1,20%,-2%,-18%
CC(CN1CCN(C)CC1)OC(=O)c1ccc(F)cc1 (stereo not drawn),7%,1%,-1%
Cc1ccc(-c2nn(CC(=O)NC3CCCC3)c3c2cnc2ccccc23)cc1,5%,-29%,.
O=C(Nc1ccn(Cc2ccccc2)n1)c1ccc2c(c1)OCO2,-4%,-25%,-9%
CCc1ccc(NC(=O)N2CCc3ccccc3C2)cc1,-22%,-21%,0%
O=C(O)Cc1ccc(C(=O)c2ccc(F)cc2)s1,2%,-1%,-13%
COc1cccc(NC(=O)[C@@H]2CCCN2C(=O)C2CCN(S(=O)(=O)c3ccc(C)cc3)CC2)c1,3%,-10%,-3%
COc1ccc(-c2csc(Nc3ccc(S(=O)(=O)Nc4cc(C)on4)cc3)n2)cc1,-9%,1%,-5%
COCC(C)NC(=O)c1ccc(CN2CCc3ccccc3C2)cc1 (stereo not drawn),5%,-2%,-15%
COc1ccc(C(=O)NN/C(=N/S(=O)(=O)c2ccc(C)cc2)c2ccccc2)cc1,-14%,-2%,9%
COc1ccc(-c2cc(-c3ccc(OC)cc3)c(C#N)c(SC)n2)cc1,1%,-27%,6%
CCCOC(=O)C1=C(C)NC(=O)NC1c1cccc2ccccc12 (stereo not drawn),18%,?,0%
CSC1(SC2=NCCN2)SC2(NCCN2)S1,-9%,10µM*,.

# Reformatted: entries from further up
# Results follow in this order: FEN1 inhibitor	DT40 TDP1 CPT	N370S GC mod
> COc1ccc(S(=O)(=O)N(CC(=O)NCc2ccccn2)Cc2ccccc2)cc1
 : -8%	-3%	7%
> Cc1cc(NC(=O)CCNS(=O)(=O)c2ccc3c(c2)oc(=O)n3C)ccc1Br
 : ?	?	.
> CC1(C)NC(=O)N(CN2C(=O)NC(C)(C)C2=O)C1=O
 : -2%	-5%	3%
> c1ccc(NC2=NCCN2CC2CCCCC2)cc1
 : -13%	4%	-3%
> COc1ccc(CC(=O)Nc2ccc(C(=O)NC(C)(C)C)cc2)cc1
 : 37%[activator]	-13%	-13%
> CC(C)C(=O)Nc1ccc2c(c1)oc1ccccc12
 : 8%	-28%	5%
> O=C(Nc1ccc2c(c1)C(=O)OC2)c1ccc(Cl)cc1Cl
 : 3%	2%	-3%
> CC(=O)c1sc(-c2ccccc2)cc1NS(=O)(=O)c1ccc(C)cc1
 : 0%	?	21%
> CCOc1ccc(NC(=S)N2CCC(c3ccc(C)cc3)C2)cc1 (stereo not drawn)
 : -9%	?	0%
> CCN(CC)C(=O)c1ccc(NS(=O)(=O)c2ccc(/C=C/C(=O)O)cc2)cc1
 : -5%	12%	-2%
> C=CCn1c(SCC#N)nc2ccccc2c1=O
 : 0%	-18%	-11%
> COc1ccc(CN(C)CC(=O)Nc2ccc(N3CCOCC3)cc2)cc1OC
 : -9%	-10%	2%
> O=C(CNC(=O)c1cccnc1)c1ccc(F)cc1
 : 11%	-2%	.
> Cc1cc(C)n2nc(CNS(=O)(=O)c3ccc(F)c(C)c3)nc2n1
 : 20%	-2%	-18%
> CC(CN1CCN(C)CC1)OC(=O)c1ccc(F)cc1 (stereo not drawn)
 : 7%	1%	-1%
> Cc1ccc(-c2nn(CC(=O)NC3CCCC3)c3c2cnc2ccccc23)cc1
 : 5%	-29%	.
> O=C(Nc1ccn(Cc2ccccc2)n1)c1ccc2c(c1)OCO2
 : -4%	-25%	-9%
> CCc1ccc(NC(=O)N2CCc3ccccc3C2)cc1
 : -22%	-21%	0%

# Further entries.
SMILES,FEN1 inhibitor,DT40 TDP1 CPT,N370S GC mod
COc1ccc(-c2oc(NC(C)=O)c(C#N)c2-c2ccc(OC)cc2)cc1,-9%,?,0%
CCOC(=O)N1CCN(C(=O)COc2ccc(Br)cc2)CC1,-4%,?,0%
CCCCC12CN3CC(C)(CN(C1)C31C(=O)N(C)c3ccc(C)cc31)C2=O (stereo not drawn),0%,-28%,-4%
CONc1nc(NC(C)(C)C)nc(OCC#N)n1,-2%,1%,3%
Cc1ccc(CC(=O)NO)cc1,-7%,?,.
O=C(C1=C[C@@H](c2ccccc2)C[C@@H](OCc2ccc(CO)cc2)O1)N1CCOCC1,6%,-28%,7%
COCC(C)n1c(SCc2ccc(C(=O)OC)cc2)nc2ccccc2c1=O (stereo not drawn),-9%,12µM*,5%
Cc1ccc(/C=C/C(=O)Nc2ccccc2C(N)=O)o1,1%,?,.
COc1cccc(/C=N/n2c(C3CCCCC3)n[nH]c2=S)c1OC,-5%,?,5%
CCOc1cccc(-c2nn(-c3ccccc3)cc2/C=C(/C#N)C(=O)NCCCn2ccnc2)c1,-21%,?,?
O=C(NNC(=O)c1n[nH]c2ccccc12)c1ccccc1,4%,-2%,-13%
O=C(COC(=O)/C=C/c1ccccc1)Nc1ccc2c(c1)OCCO2,18%,-5%,.
Cc1ccc(C(=O)Nc2ccc(S(=O)(=O)Nc3onc(C)c3C)cc2)cc1,-4%,5%,.
Cc1cccc(-c2noc(-c3cccnc3NCc3ccc(Cl)cc3)n2)c1,1%,8%,.
CC(=O)Nc1ccc(S(=O)(=O)N2CCN(CCCOc3ccccc3Cl)CC2)cc1,3%,-5%,-6%
CCC1Oc2ccccc2N(CC(=O)NCc2ccco2)C1=O (stereo not drawn),-11%,-14%,4%
COc1ccc(NS(=O)(=O)c2cc(NC(=O)c3cccs3)ccc2N2CCCC2)cc1,-1%,?,5%
O=C(CN(CCc1ccccc1)S(=O)(=O)c1ccc(Br)cc1)NCc1ccc(Cl)cc1,2%,-18%,.
Nc1nc(SCC(=O)NCCN2CCOCC2)nc2sc3c(c12)CCC3,3%,1%,10%
CC(C)(C)c1nnc(NC(=O)c2cccnc2)s1,19%,4%,3%
O=C(NC1CCCCC1)N1CCN(c2ccc(Cl)cc2)CC1,6%,?,2%
Cc1nn(C(C)C)c(C)c1[C@@H]1C[C@H]2CN(Cc3cccc(Cl)c3)C(=O)[C@]23CCCN13,12%,?,-1%
Cc1cccc(NC(=O)N2CCc3ccccc3C2)c1C,-6%,-11%,0%
Cc1ccc2c(c1)N(CC(=O)N1CCCC1)C(=O)c1cccnc1O2,-9%,3%,-12%
CCOC(=O)c1ccccc1C(=O)N1CCOCCOCCOCC1,-1%,-5%,4%
Cc1ccc(-c2cn(-c3ccccc3)c3[n+]2CCCS3)cc1,4%&18%,0.65µM*,1%&28%
CCOC(=O)C1CCN(c2ncnc3c2cnn3-c2ccc(OC)cc2)CC1,-7%,-15%,23%
CN1CCN(C(=O)CCN2C(=O)/C(=C\c3ccc(Cl)cc3)SC2=S)CC1,-16%,18µM*,-12%
COc1ccc(C(=O)NC(C(=O)OCC(=O)Nc2sccc2C(N)=O)C(C)C)cc1 (stereo not drawn),19%,?,.
CCC(=O)NC1=C(NC(C)c2ccccc2)C(=O)c2ccccc2C1=O (stereo not drawn),2%,?,-5%
CS(=O)(=O)N(CC(=O)N1CCCC1)Cc1ccc(F)cc1,3%,3%,2%
Cn1nnnc1SCC(=O)Nc1cc(C(F)(F)F)ccc1N1CCOCC1,-7%,-15%,8%
O=C(O)/C=C/C(=O)Nc1ccc2c(c1)NC(=O)CO2,-2%,27%,-1%
Cc1ccc(NC(=O)CCC(=O)c2cccs2)c(O)c1,0%,-17%,14%
CCN1CCN(Cc2cc(=O)oc3ccc(Cl)cc23)CC1,-1%,-10%,-15%
CC(C)(O)[C@@H]1[C@@H]2C[C@@]3(CC[C@]4(C)C(CCC5[C@@]6(C)CC[C@H](O)C(C)(C)C6CC[C@]54C)[C@@H]13)C(=O)O2 (stereo partly drawn),1%,9%,.
COc1ccc(NC(=O)CCCNC(=O)Cn2cnc3sc4c(c3c2=O)CCCC4)c(OC)c1,20%,-3%,-5%
NCCCC[C@@H]1NC(=O)[C@H](CCC(=O)O)NC(=O)c2cc([N+](=O)[O-])cc(I)c2OCC[C@@H](C(N)=O)NC1=O,-6%,6%,?
CCC(=O)Nc1sc2c(c1C(=O)Nc1ccc(Br)cc1)CCCCC2,-26%,?,.
COc1cc(NC(=O)c2ccc3c(c2)C(=O)N(CCC(C)C)C3=O)c(C(=O)O)cc1OC,17%,-15%,2%
COc1cc(NC(=O)CSc2nc3[nH]c(=O)cc(O)c3s2)cc(OC)c1OC,4%,0%,.
CCCCOc1ccc(C(=O)N/C(=C/C=C/c2ccccc2)C(=O)NCCCO)cc1,-18%,12%,9%
COc1ncc(C2=CC(=O)CC(C)(C)C2)cn1,0%,-7%,.
